NS3 helicase inh – inhibitors of Hepatitis C virus NS3 helicase; NS3 helicase DNA unwinding, Cy5 molecular beacon fluorescence; inhibition, % at 10.9 µM; actives 0.56% (n = 290,000); AID 1800;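 active = inhibition above the mean of all tested compounds plus 3 SD, set per campaign, cut at about 35% in these data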;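 also: 0% = DMSO wells and 100% = thioflavine S control wells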
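Assay system – hepatitis C virus NS3 helicase domain fragment enzyme · Buffer or medium – MOPS pH 6.5, MgCl2, DTT, Tween20, BSA · Reagent – Cy5/quencher beacon DNA duplex and ATP to start · Compound – single 10.9 µM dose · Timing – 1 h at 25 °C · Technique – Cy5 beacon fluorescence read at start and 1 h · Measure – % inhibition of unwinding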
PHOSPHO1 inh – inhibitors of human PHOSPHO1 phosphatase | Q8TCT1 | recombinant PHOSPHO1, absorbance phosphatase assay | inhibition, % at 13.3 µM | actives 1.1% (n = 290,000); in the data active = inhibition above about 60%
Target sequence (Q8TCT1 whole entry, looked up): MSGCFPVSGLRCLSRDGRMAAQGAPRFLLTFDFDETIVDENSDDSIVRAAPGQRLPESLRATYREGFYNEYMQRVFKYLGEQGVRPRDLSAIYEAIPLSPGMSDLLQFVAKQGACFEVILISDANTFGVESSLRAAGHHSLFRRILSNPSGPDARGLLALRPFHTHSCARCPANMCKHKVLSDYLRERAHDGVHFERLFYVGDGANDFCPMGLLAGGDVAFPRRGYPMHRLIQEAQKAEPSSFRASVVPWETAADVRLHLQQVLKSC
VIM-2 inh – inhibitors of Pseudomonas aeruginosa VIM-2 metallo-beta-lactamase; purified VIM-2, nitrocefin hydrolysis, epi-absorbance fluorescence; inhibition, % at 5.6 µM; actives 0.89% (n = 290,000); AID 1527;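 active = inhibition above the mean of all tested compounds plus 3 SD, cutoff set per screening run, cut at about 7.5% in these data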;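 also: red hydrolysis product quenches plate fluorescence so inhibitors raise well fluorescence; 0% = enzyme with DMSO and 100% = DMSO without enzyme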
GPR7 antag – human neuropeptides B/W receptor 1 antagonism; GPR7-expressing cells, fluorescence antagonist assay; inhibition, % at 4.4 µM; actives 1.1% (n = 290,000); P48145; AID 1861; in the data active = inhibition above about 16%, passing the limit was not always enough;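 also: cells stimulated with the agonist NPW; 0% = agonist with vehicle and 100% = vehicle without agonist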
GalR3 antag – blocks the human galanin receptor 3. O60755. HEK293 GalR3-CNG cAMP membrane potential fluorescence; galR3 body fused to GalR1 C-terminus. inhibition, % at 3 µM. actives 0.44% (n = 360,000). AID 651719;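 active = inhibition above the screen-wide average plus 3 SD, cut at about 13% in these data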;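 also: forskolin and galanin both at EC90 stimulate the cells; cAMP rise reported by CNG channel membrane potential dye signal; 0% = forskolin plus galanin with DMSO and 100% = forskolin alone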
Target sequence (O60755 1-299 limits assumed): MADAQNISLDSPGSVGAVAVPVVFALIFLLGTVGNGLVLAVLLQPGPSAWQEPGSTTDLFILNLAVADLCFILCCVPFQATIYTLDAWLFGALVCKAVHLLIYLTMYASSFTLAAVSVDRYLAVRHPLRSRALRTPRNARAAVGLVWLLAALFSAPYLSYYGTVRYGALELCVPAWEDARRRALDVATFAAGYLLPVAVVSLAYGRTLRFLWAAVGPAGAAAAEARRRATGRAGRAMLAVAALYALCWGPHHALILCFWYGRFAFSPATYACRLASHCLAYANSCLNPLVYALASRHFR
IMP-1 inh – inhibitors of Pseudomonas aeruginosa IMP-1 metallo-beta-lactamase. AID 1556. inhibition, % at 5.6 µM. actives 0.45% (n = 290,000). purified IMP-1, nitrocefin hydrolysis, epi-absorbance fluorescence;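 active = inhibition above the mean plus 3 SD of all compounds in the same screening run, cut at about 4.5% in these data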;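 also: 0% = IMP-1 with DMSO and 100% = DMSO wells lacking enzyme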
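Assay system: purified IMP-1; Quantity: IMP-1 0.2 nM before substrate addition; Medium: HEPES buffer pH 7.1 with ZnSO4 and Brij 35; Incubation: 15 min enzyme–compound preincubation, then 25 min nitrocefin reaction, 25 °C; Signal: fluorescence quenching readout, ex 480/em 530 nm; Controls: DMSO with and without IMP-1; Repeats: singlicate testing.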
DNA FID counter – fluorescent intercalator displacement, NS3 helicase counter-screen; DNA fluorescent intercalator displacement, fluorescence; inhibition, % at 7.9 µM; actives 0.17% (n = 290,000); AID 1845; in the data active = inhibition above about 37%;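 also: 0% = vehicle and 100% = reference compound; higher means more ethidium bromide displaced from hairpin DNA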
OXTR ag – activates the human oxytocin receptor | AID 2435 | activation, % at 3 µM | actives 0.32% (n = 320,000) | CHO-OTR cells, Fluo-8 calcium fluorescence; normalized: DMSO 0%, oxytocin 100%;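 active = activation above the mean of all tested compounds plus 3 SD, cutoff set per screening run, cut at about 20% in these data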;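 also: peak over basal fluorescence ratio from a 100 s FLIPR kinetic read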
Target sequence (P30559 whole entry, looked up): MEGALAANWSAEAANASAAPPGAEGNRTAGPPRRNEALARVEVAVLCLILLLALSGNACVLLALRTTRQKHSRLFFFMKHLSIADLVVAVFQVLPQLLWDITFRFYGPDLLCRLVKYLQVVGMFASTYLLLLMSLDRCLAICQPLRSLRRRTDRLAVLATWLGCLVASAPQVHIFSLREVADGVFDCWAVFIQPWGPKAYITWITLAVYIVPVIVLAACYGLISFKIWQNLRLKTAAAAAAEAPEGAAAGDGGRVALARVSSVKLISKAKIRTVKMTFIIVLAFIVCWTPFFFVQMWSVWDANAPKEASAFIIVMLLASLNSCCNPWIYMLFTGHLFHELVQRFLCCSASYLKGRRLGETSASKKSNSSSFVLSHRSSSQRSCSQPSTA
V1aR counter – counter-screen for oxytocin receptor agonists: human V1a receptor agonists. activation, % at 3 µM. AID 2797. CHO-V1R cells, Fluo-8 calcium fluorescence, agonist mode; 0% DMSO, 100% 3 nM vasopressin. P37288. actives 0.25% (n = 320,000);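 active = activation above the mean activation of all tested compounds plus 3 SD, per screening run, cut at about 20% in these data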;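 also: signal is peak over basal fluorescence ratio across a 100 second FLIPR read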
The depositor's hits bear a star; . = not tested or not shown.

SMILES | NS3 helicase inh | PHOSPHO1 inh | VIM-2 inh | GPR7 antag | GalR3 antag | IMP-1 inh | DNA FID counter | OXTR ag | V1aR counter
CCCc1ccc2oc(C(=O)N(C)CCn3ccnc3C)c(C)c2c1 | -14 | 24 | 1.2 | 5 | -10 | -3.0 | 7 | 1.0 | 2.1
Cc1ccnc(NC(=O)CCC(=O)N(CC(=O)NC(C)(C)C)c2ccc3c(c2)OCCO3)c1 | -1 | 37 | 0.5 | -3 | -4 | -3.7 | -18 | 0.3 | 0.6
CCCn1ccc(O)c(Cc2ccc(Cl)cc2)c1=O | 2 | 43 | -1.4 | -2 | -4 | -2.2 | -1 | -1.3 | -0.6
Cc1cc(-c2c(C)n([O-])c(C)c(C)[n+]2=O)ccc1F | 4 | -4 | -0.9 | -10 | -2 | -4.4 | -9 | -0.3 | 0.2
CCN(CC(=O)NCc1ccc(Cl)cc1)C(=O)c1ccc(S(=O)(=O)N(C)C)cc1 | -16 | 28 | -0.4 | -6 | 7 | -2.4 | -10 | -0.5 | -0.8
CCC(Sc1nnc(C)s1)C(=O)Nc1nccs1 (stereo unspecified) | 1 | 3 | -2.9 | -8 | -3 | -3.8 | -3 | -1.3 | 0.3
Cc1ccnc(SCC(=O)N2CCN(c3cccc(Cl)c3)CC2)n1 | 1 | -11 | -0.3 | 14 | 3 | 0.4 | -32 | 4.0 | 3.8
COC(=O)Nc1nnc(-c2ccc(OC)cc2)s1 | -21 | 24 | -1.1 | -13 | 2 | -3.1 | -3 | 12 | 2.7
COc1ccc(Nc2oc(COc3ccc(OC)cc3)nc2C#N)cc1 | -14 | 13 | 1.2 | 12 | -1 | 0.2 | -9 | -0.4 | -1.3
Cc1c2ccccc2nc2c(F)c(N(C)C)c(F)c(F)c12 | 23 | -5 | 0.2 | 1 | -1 | -1.1 | -15 | 10 | 9.4
COC(=O)C1CCN(C(=O)C(C)Oc2ccc(Cl)cc2Cl)CC1 (stereo unspecified) | -1 | -14 | -3.6 | 20* | . | -1.5 | -21 | 0.7 | 1.0
Cc1ncc([N+](=O)[O-])n1CC(=O)Nc1ccc(F)cc1F | 6 | 24 | -2.0 | 0 | -10 | 0.3 | -3 | 1.1 | 1.2
COc1ccc(CNC(=O)CN(C(=O)CCC(=O)Nc2nccs2)c2ccccc2C)cc1 | -5 | 46 | -3.7 | -13 | -8 | -4.0 | -38 | -0.1 | 1.1
COc1ccc(C(=O)N2CCCCCC2)cc1OC1CCN(C(C)C)CC1 | 17 | 23 | -2.4 | -4 | -1 | -1.2 | 3 | -0.1 | -0.2
O=C1C2CCCN2c2ccc(S(=O)(=O)N3CCOCC3)cc2N1Cc1ccccc1F (stereo unspecified) | 4 | 36 | -0.3 | -10 | . | -1.3 | -7 | -0.8 | -0.4
O=C(c1cccs1)N(c1ccc(Br)cc1)C1C=CS(=O)(=O)C1 (stereo unspecified) | 8 | -5 | -2.5 | -16 | 2 | -2.3 | -21 | -0.8 | 0.1
CC1(C)CC(=O)C=C(NC2CCCCCCC2)C1 | 0 | -1 | -1.0 | 8 | -3 | -1.6 | -5 | -1.4 | -0.7
Cc1cc(=O)oc(C)c1C(=O)OCC(=O)c1ccccc1 | 4 | 9 | -2.7 | -6 | -4 | -1.4 | 5 | 1.6 | -0.7
CC(C)Cc1nnc(NC(=O)CCc2ccccc2)s1 | -6 | 14 | -0.2 | -4 | -8 | -5.3 | -29 | -2.6 | -0.9
COc1ccccc1NC(=O)CCNC(=O)c1ccc(C)cc1 | -1 | -7 | -1.9 | -15 | -1 | -3.8 | -8 | . | .
CCOC(=O)C1=C(C)N=c2s/c(=C\c3cc(OC)c(OC)c(OC)c3)c(=O)n2C1/C=C/c1ccccc1 (stereo unspecified) | -4 | -5 | -1.8 | 3 | -4 | -0.5 | 1 | 0.0 | 1.0
COc1ccc(C(=O)C2CCN(C(=O)c3ccc(C)cc3)CC2)cc1 | 6 | 21 | -1.4 | 1 | -5 | -3.1 | -34 | 1.7 | 3.7
O=C(Nc1nc(-c2ccccn2)cs1)C1CC1 | -2 | -17 | -3.5 | -10 | 0 | -4.2 | -5 | -0.3 | 1.0
COc1cccc2c1OC[C@@H](CO)[C@H]2N(C)C(=O)Nc1ccc(Cl)cc1 | -17 | 36 | -1.4 | 1 | -8 | -1.4 | -15 | 3.0 | 2.2
Cc1ccc(-c2noc(CCC(=O)N(C)c3ccccc3C)n2)cc1 | -3 | -3 | -2.3 | -9 | 2 | -3.6 | -29 | 0.6 | 1.4
CCOC(=O)c1cc(CO)cc(C(=O)OCC)c1 | 1 | 12 | -1.9 | -9 | -1 | -1.2 | -2 | -2.6 | 1.2
Fc1cccc(Cl)c1/C=N/n1c(-c2cccnc2)n[nH]c1=S | 5 | -24 | -0.1 | -9 | -4 | -5.0 | -10 | 0.3 | 1.1
Brc1ccc(CSc2nnc(Cc3c[nH]c4ccccc34)o2)cc1 | -20 | -17 | 1.8 | -5 | -5 | 0.4 | -21 | -0.9 | -0.4
O=S(=O)(c1cccc(-c2nc3ccccc3s2)c1)N1CCCC1 | -3 | -4 | -1.0 | -1 | -7 | 2.2 | -7 | -1.3 | -0.8
O=C(Nc1ccc(NC(=O)N2CCN(c3ccccc3O)CC2)cc1)N1CCN(c2ccccc2O)CC1 | -12 | 36 | -2.2 | 8 | -12 | -2.5 | -44 | -0.7 | 1.3

3 compounds picked at random from those above:
SMILES | NS3 helicase inh | PHOSPHO1 inh | VIM-2 inh | GPR7 antag | GalR3 antag | IMP-1 inh | DNA FID counter | OXTR ag | V1aR counter
O=C(Nc1nc(-c2ccccn2)cs1)C1CC1 | -2 | -17 | -3.5 | -10 | 0 | -4.2 | -5 | -0.3 | 1.0
COc1cccc2c1OC[C@@H](CO)[C@H]2N(C)C(=O)Nc1ccc(Cl)cc1 | -17 | 36 | -1.4 | 1 | -8 | -1.4 | -15 | 3.0 | 2.2
CCOC(=O)C1=C(C)N=c2s/c(=C\c3cc(OC)c(OC)c(OC)c3)c(=O)n2C1/C=C/c1ccccc1 (stereo unspecified) | -4 | -5 | -1.8 | 3 | -4 | -0.5 | 1 | 0.0 | 1.0

Next entries follow.
SMILES | NS3 helicase inh | PHOSPHO1 inh | VIM-2 inh | GPR7 antag | GalR3 antag | IMP-1 inh | DNA FID counter | OXTR ag | V1aR counter
Cc1cc(C)n(-c2ccc(C(=O)OCC(=O)NCc3ccc(F)cc3)cc2)n1 | -4 | -27 | -1.0 | 2 | -4 | -2.8 | -31 | 2.1 | 5.9
CCn1cc(C(=O)NN)c(=O)c2cc(F)c(NC3CCCCC3)cc21 | 21 | 14 | -1.0 | -16 | -8 | -2.0 | -17 | . | .
Cc1c(-n2c(SCC(=O)NC(C)C(C)C)nc3ccccc3c2=O)c(=O)n(-c2ccccc2)n1C (stereo unspecified) | -1 | 53 | -0.3 | 2 | -1 | -1.3 | -18 | 0.3 | -0.1
O=C1CCCN1CCC1CCCCN1Cc1nc(COc2ccccc2)no1 (stereo unspecified) | -8 | 52 | -1.9 | -16 | -5 | -0.4 | -22 | 0.8 | 1.1
c1cc2nnnn2nc1N1CCCCC1 | 1 | -3 | -1.8 | -3 | -2 | -2.0 | 0 | 0.8 | -0.6
CNC(=O)Nc1cccc(NC(=O)NC)n1 | -4 | -2 | -6.1 | -10 | -2 | -3.7 | 3 | -0.7 | -0.7
CCn1c(CSc2nc3ccccc3s2)n[nH]c1=S | 7 | 96* | 0.2 | -1 | -5 | -4.8 | -20 | 2.3 | 0.6
Cc1ccc(NC(=O)CS(=O)CC(=O)Nc2cccc(C)c2C)cc1F (stereo unspecified) | 4 | -4 | -4.2 | -5 | -3 | -1.0 | -6 | -0.3 | 0.8
CCCn1nnnc1SCC(=O)N1CCCc2ccccc21 | -5 | 14 | -1.5 | 4 | -3 | -4.5 | -9 | -0.8 | 0.7
Cc1ccc(C)c(NC(=O)c2nc(-c3ccccc3)n(-c3ccccc3)n2)c1 | 0 | 0 | -4.2 | -10 | -5 | -7.9 | -22 | -1.7 | 0.5
COc1cc2c(cc1OC)C(/C(C#N)=N\O)=NC(C)(C)C2 | -4 | 7 | -2.5 | -15 | 2 | -3.3 | -2 | -0.4 | 0.5
CC1CCc2c(sc(NC(=O)c3ccco3)c2C(=O)O)C1 (stereo unspecified) | 29 | 28 | -1.9 | 2 | -5 | -2.2 | -13 | -0.9 | -0.3
O=C(Nc1ccccc1Cl)c1ccccc1Oc1ccc(C(F)(F)F)cc1[N+](=O)[O-] | -5 | -23 | -3.4 | -16 | 6 | -5.6 | -6 | -3.1 | -0.2
Cc1cc(C)c(C)c(S(=O)(=O)N2CCN(CC(=O)Nc3ccc([N+](=O)[O-])cc3)CC2)c1C | -5 | -14 | -1.2 | -9 | -5 | -3.5 | 3 | 0.1 | 1.0
CCCCn1c(N)c(N(Cc2ccccc2OC)C(=O)COc2ccc(F)cc2Cl)c(=O)[nH]c1=O | 6 | 11 | -1.8 | -5 | -2 | -1.5 | -16 | -0.3 | 0.9
CCOc1ccccc1OCCOc1cccc(C(F)(F)F)c1 | 3 | 23 | 0.3 | -8 | 0 | -1.3 | -4 | -1.6 | -1.1
O=C(CC1C(=O)NCCN1Cc1ccc(-c2ccccc2)cc1)NC1CCC1 (stereo unspecified) | 7 | -17 | -7.0 | -6 | -5 | -2.7 | -20 | 0.9 | 1.7
Nc1cccc2c1C(=O)N(C(=O)/C=C/c1cccc(F)c1)C2=O | -7 | -29 | -0.8 | 2 | -8 | 1.1 | -4 | 0.1 | 1.0
CC(=O)NC1C(OC(=O)/C=C/c2ccccc2)OC(COC(C)=O)C(OC(C)=O)C1OC(C)=O (stereo unspecified) | -2 | 22 | -3.8 | -7 | 3 | -3.0 | -26 | -0.1 | 1.1
N#Cc1c(-c2ccc(Cl)cc2Cl)nc2n(c1=O)CCS2 | 15 | 14 | -1.9 | -1 | -1 | -4.3 | -13 | 1.1 | 0.3
Cc1ccccc1-c1nc(C(=O)NCC2CCCO2)cc2c1[nH]c1ccccc12 (stereo unspecified) | -9 | 3 | -1.5 | 6 | -9 | -0.9 | -23 | -0.7 | -0.2
CCOc1ccccc1NC(=O)c1cnc(NS(=O)(=O)c2ccccc2)nc1 | 7 | 42 | -3.9 | -8 | -7 | -3.3 | -27 | 0.2 | -0.5
COc1ccc(S(=O)CC(=O)Nc2ccccc2Cl)cc1 (stereo unspecified) | 9 | 12 | -2.9 | -6 | 2 | -1.5 | -2 | 0.1 | 0.1
CC[n+]1cc(-c2ccccc2)nc(N2CCOCC2)n1 | -1 | 100* | 0.5 | -2 | -1 | -2.0 | 2 | -0.3 | -0.5
Cc1cc(C)c2oc(C(=O)N3CCN(C)CC3)cc(=O)c2c1 | 3 | 11 | 0.2 | -2 | -5 | -2.5 | -1 | -0.2 | -0.7
CCOC(=O)C1=C(Cn2ccc(C(F)(F)F)n2)NC(=O)NC1c1ccc2c(c1)OCO2 (stereo unspecified) | 1 | 29 | -1.9 | 11 | 1 | -3.9 | -18 | -0.7 | -0.2
COc1ccccc1NC(=O)CSc1nnc(CNC(=O)c2cccs2)o1 | 1 | 28 | -1.5 | -6 | -5 | -2.8 | -7 | 0.2 | 0.8

High-throughput results deposited in PubChem BioAssay by several laboratories.
